Source: PubChem (several laboratories)
HSP90 refold inh: blocks HSP90-mediated luciferase refolding in reticulocyte lysate | Rabbit reticulocyte lysate, luciferase refolding luminescence, 3 h | inhibition, % at 5.6 µM | 0.91% of 290,000 active;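 active means inhibition above the screen-wide mean plus 3 SD, computed separately per campaign, cut at about 16% in these data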;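 further: 0% = DMSO wells and 100% = 60 µM geldanamycin wells; inhibitors lower the luminescence because luciferase stays unfolded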
GSK3A inh: human GSK-3 alpha kinase inhibition. 0.1% of 320,000 active. ADP-Glo luminescence, 60 min. inhibition, % at 10 µM. P49840;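 in the data active means inhibition above about 50%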;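 further: GST-tagged GSK-3 alpha with peptide substrate and 25 µM ATP; 0% = DMSO neutral wells and 100% = GW8510 positive control wells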
Target sequence (P49840 whole entry, looked up): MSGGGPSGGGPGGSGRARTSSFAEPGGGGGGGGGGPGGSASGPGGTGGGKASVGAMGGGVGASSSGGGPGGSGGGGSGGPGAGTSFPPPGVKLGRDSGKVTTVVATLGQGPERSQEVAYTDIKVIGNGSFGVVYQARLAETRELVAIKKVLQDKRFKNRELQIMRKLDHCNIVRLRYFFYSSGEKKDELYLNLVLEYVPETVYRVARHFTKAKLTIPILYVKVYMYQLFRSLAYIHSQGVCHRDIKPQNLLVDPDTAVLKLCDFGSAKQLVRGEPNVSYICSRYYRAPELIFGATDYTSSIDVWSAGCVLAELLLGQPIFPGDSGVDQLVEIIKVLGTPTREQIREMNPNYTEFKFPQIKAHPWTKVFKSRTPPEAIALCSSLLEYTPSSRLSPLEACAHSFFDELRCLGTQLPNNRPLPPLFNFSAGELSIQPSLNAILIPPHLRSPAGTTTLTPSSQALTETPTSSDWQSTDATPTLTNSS
Platelet DG rel: modulates dense granule release in human platelets; 0.22% of 300,000 active; human platelet-rich plasma, SFLLRN dense granule ATP release, luminescence; AID 1663; inhibition, %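 (compounds screened at 7.5 µM in platelet-rich plasma)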;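 active means mean replicate score, as percent of positive control, at or above 50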
Dyrk1A ADPGlo: Dyrk1A (rat) kinase inhibition. inhibition, % at 12.5 µM. Q63470. ADP-Glo luminescence, NFATc1 peptide. 0.43% of 310,000 active; in the data active means inhibition above about 50%;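 further: plate controls were vehicle with enzyme for no effect and no enzyme for full effect; many of its hits are not listed in these tables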
IEC-6 cytotox: counter-screen for KLF5 inhibitors: cytotoxicity in IEC-6 cells; 0.78% of 290,000 active; AID 1825; inhibition, % at 5 µM; IEC-6 cytotoxicity, luminescence viability; in the data active means inhibition above about 22%;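 further: 0% = plate median of test compound wells and 100% = cytotoxic reference compound wells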
GSK3beta inhib: blocks human GSK3beta kinase activity; GST-GSK3beta kinase, ADP-Glo luminescence, 60 min; active compounds read low; activity score (negative = inhibition), % at 10 µM; 0.038% of 300,000 active;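 active means more than half of replicate wells score below -50%, meaning over 50% inhibition versus plate controls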;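 further: 0% = median DMSO wells and -100% = median GW8510 positive control wells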
Target sequence (P49841 whole entry, looked up): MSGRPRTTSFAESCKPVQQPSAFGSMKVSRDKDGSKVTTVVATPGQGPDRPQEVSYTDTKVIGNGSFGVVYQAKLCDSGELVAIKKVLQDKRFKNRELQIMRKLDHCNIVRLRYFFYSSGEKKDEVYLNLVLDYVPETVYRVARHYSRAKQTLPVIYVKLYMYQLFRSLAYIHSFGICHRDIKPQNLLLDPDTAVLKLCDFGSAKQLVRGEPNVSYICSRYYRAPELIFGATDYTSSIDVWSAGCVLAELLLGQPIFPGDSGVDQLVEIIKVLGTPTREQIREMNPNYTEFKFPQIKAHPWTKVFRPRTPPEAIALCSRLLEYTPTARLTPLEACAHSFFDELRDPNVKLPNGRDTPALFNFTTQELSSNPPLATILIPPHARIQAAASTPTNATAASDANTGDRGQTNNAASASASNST
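test system = GST-tagged human GSK3beta kinase, cell-free | reagent = 25 µM ATP with peptide substrate | dosing = one dose of 10 µM per compound | schedule = 60 min reaction, RT | detection = luminescent ADP-Glo measurement of ADP formed | control set = DMSO neutral wells and GW8510 at 20 µM as positive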
aSyn UTR inh: 5' untranslated region of α-synuclein, MLPCN primary screen; AID 1813; 0.82% of 300,000 active; inhibition, % (tested at 7.5 µM); alpha-synuclein 5'UTR reporter, inhibitor activity; in the data active means inhibition above about 60%;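 further: H4 neuroglioblastoma cells stably carrying SNCA 5'UTR luciferase fusion; 0% = DMSO wells and 100% = positive control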
HSF-1 act: increases HSF-1 driven luciferase reporter signal; NIH3T3-HGL HSF-1 luciferase reporter, MG132, 8 h; 100% = twice DMSO control signal; activation, % at 9 µM; 1.7% of 300,000 active; AID 504408;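 active means mean replicate activation of at least 50% with a set share of replicates each reaching 50%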;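 further: 0% = median of the neutral control wells and 100% = twice that signal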
HSF1 inh: HSF1 inhibition | NIH3T3-HGL HSE-luciferase, MG132-induced, luminescence 8 h; active compounds read low | activity change, negative = inhibition, % at 7.5 µM (by protocol) | 0.77% of 300,000 active | AID 2098;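 active means more than half of replicate wells show activity change below -50%, luminescence cut by over half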;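 further: luciferase reports HSF-1 transcriptional activity via heat shock element; 0% = median of DMSO wells and -100% = zero luminescence signal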
KLF5 inhibitor: suppresses KLF5 promoter-driven expression; inhibition, % at 5 µM; AID 1700; 0.23% of 290,000 active; DLD-1 KLF5 promoter-luciferase reporter, luminescence;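 active means inhibition above a per-plate limit of that plate's mean compound inhibition plus 3 SD, cut at about 60% in these data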;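 further: 0% = DMSO wells and 100% = LY294002 at 200 µM; higher means less KLF5 promoter-driven luciferase light; inactives centre near -14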
An asterisk follows results filed as active; nt = no result given. These rows are one share of the data. The share of hits here may be higher or lower than overall.

structure	HSP90 refold inh	GSK3A inh	Platelet DG rel	Dyrk1A ADPGlo	IEC-6 cytotox	GSK3beta inhib	aSyn UTR inh	HSF-1 act	HSF1 inh	KLF5 inhibitor
FC(F)(F)c1ccccc1Nc1nccs1	4	0	-3	-8	4	-1	18	8	-6	-2
COC(=O)c1ccc(C)c(NC(=O)Cn2cnc3ccccc3c2=O)c1	1	-3	7	-5	-3	1	19	4	0	-7
CCOC1CS(=O)(=O)CC1OCC (stereo not drawn)	1	-2	-7	-3	3	-5	11	49	16	-1
CC(C)(C)c1cc(-n2ccnc2)n2ncc(-c3ccc(Cl)cc3)c2n1	1	-2	-8	-7	4	1	-67	11	4	-28
CC(C(=O)Nc1nccs1)N1C(=O)c2ccccc2S1(=O)=O (stereo not drawn)	nt	0	-3	-2	nt	-2	6	-4	-2	nt
Cc1nnc(SCC(=O)N2CCCC(C(=O)c3ccc(Cl)cc3)C2)o1 (stereo not drawn)	-1	-4	3	2	3	4	19	-7	-6	11
O=C(COC(=O)CCNS(=O)(=O)c1ccccc1F)Nc1nnc(-c2ccccc2)o1	nt	-1	-5	9	nt	3	-3	-11	8	nt
CN1CCc2nc(SCC(=O)Nc3cccc(F)c3)c(C#N)c(-c3cccs3)c2C1	2	1	10	-1	0	-1	1	38	33	4
Cc1cccc(N2CCN(C(=O)COc3cc4oc(=O)cc(C)c4cc3Cl)CC2)c1C	-1	0	6	-11	1	0	8	-8	-3	-28
N#Cc1ccc(OCC(=O)NCCc2ccc(S(N)(=O)=O)cc2)cc1	0	-1	0	-3	1	0	-1	-8	-8	-6
O=C(OCCN=C1NS(=O)(=O)c2ccccc21)c1ccco1	9	2	-2	1	-2	-1	-13	-7	0	-33
CCC(C)NC(=O)C1CCC(=O)N1CCc1ccccc1 (stereo not drawn)	-4	0	0	-1	-4	-2	-2	-6	-4	1
CC1CC(C)CN(CC(O)COCc2ccccc2F)C1 (stereo not drawn)	0	-3	nt	3	-3	-1	-13	-16	1	9
Fc1ccc(CN2CCN(C(c3ccccc3)c3ccccc3)CC2)cc1	7	-2	-4	nt	2	1	5	-5	-5	-26
COc1ccc(-c2cc(C(=O)Nc3c(C)n(C)n(-c4ccccc4)c3=O)c3ccccc3n2)cc1OC	-4	2	33	1	5	2	18	-8	-5	9
CC1SCC(=O)N(CC(=O)NC2CCCCC2)C1=O (stereo not drawn)	1	nt	-1	nt	4	-2	-25	15	-3	-13
CCCNC(=O)c1c(N)n(-c2cccc(OC)c2)c2nc3ccccc3nc12	-5	0	11	1	6	-2	31	13	3	-13
CC1=NCCN1S(=O)(=O)c1cc(Cl)ccc1Cl	1	0	0	-1	6	0	-28	6	0	8
CC(Oc1ccc(Cl)cc1Cl)c1nc(-c2ccc(NC(=O)c3ccco3)cc2)no1 (stereo not drawn)	-1	-2	6	-1	9	0	-147	61*	27	-78
COc1ccc(C2C3=C(CCCC3=O)Nc3n[nH]c(C)c32)cc1OC (stereo not drawn)	2	10	-4	3	-5	1	1	nt	nt	-26

Taken from above:
Under HSF-1 act, `CC1CC(C)CN(CC(O)COCc2ccccc2F)C1` (stereo not drawn) has the entry -16
Under HSF-1 act, `Fc1ccc(CN2CCN(C(c3ccccc3)c3ccccc3)CC2)cc1` has the entry -5
Under HSF-1 act, `CC1=NCCN1S(=O)(=O)c1cc(Cl)ccc1Cl` has the entry 6
Under Platelet DG rel, `O=C(OCCN=C1NS(=O)(=O)c2ccccc21)c1ccco1` has the entry -2
Under KLF5 inhibitor, `CC1SCC(=O)N(CC(=O)NC2CCCCC2)C1=O` (stereo not drawn) has the entry -13

Other compounds.
structure	HSP90 refold inh	GSK3A inh	Platelet DG rel	Dyrk1A ADPGlo	IEC-6 cytotox	GSK3beta inhib	aSyn UTR inh	HSF-1 act	HSF1 inh	KLF5 inhibitor
O=C1C2ON(c3ccccc3)C(c3ccncc3)C2C(=O)N1c1ccc(N2CCOCC2)cc1 (stereo not drawn)	3	-3	0	0	-3	0	-11	-7	8	-7
COC(=O)C1=C(CS(=O)(=O)c2ccccc2)NC(=O)NC1c1ccccc1 (stereo not drawn)	-8	-4	9	7	1	-1	10	3	5	-8
S=c1[nH]nc(-c2ccccc2)n1Cc1ccccc1	-2	-24	3	4	-1	-2	13	6	-5	-8
CC(NC(=S)Nc1ccc(F)cc1)c1ccccc1 (stereo not drawn)	-5	-1	-4	-6	1	2	13	8	3	-24
O=C(CCN1CCCCO1)N1CCCC(Nc2cccc(F)c2)C1 (stereo not drawn)	-3	0	3	-4	0	3	-3	13	-8	-30
CCOc1ccc(C2C(C(=O)c3cccs3)=C(O)C(=O)N2CCCn2ccnc2)cc1 (stereo not drawn)	0	-3	nt	nt	-2	nt	nt	nt	nt	-18
CCOc1nc(Nc2ccc(Cl)cc2)nc(OCC)n1	0	0	0	1	5	0	35	4	-8	-4
CCOc1ccc(OCCSc2nc(N)cc(=O)[nH]2)cc1	13	-4	-21	-7	-4	-2	-4	3	-6	2
Cn1c(C(=O)NCc2ccccn2)cc2c(=O)n3ccccc3nc21	-3	-1	5	-6	2	-3	-89	10	13	-43
CCOc1c(C(N)=O)c(-c2ccccc2)c2c(=O)[nH]c3ccccc3n12	3	-1	-5	6	-2	1	-23	26	6	0
COc1ccc(NCCNc2ccc(OC)cc2)cc1	0	-2	-2	3	-6	1	-9	2	-2	-37
O=C(C1CCCN(S(=O)(=O)c2cnc[nH]2)C1)N1CCN(c2ccc(Cl)cc2)CC1 (stereo not drawn)	2	-2	-14	2	0	2	-8	30	8	-4
CC(C)C[C@H](NC(=O)c1nc[nH]c1C(=O)N1CCC(C)CC1)C(=O)OCc1ccccc1	nt	-1	-3	12	nt	4	5	-16	-2	nt
COc1ccc2oc(C(=O)Nc3ccccn3)c(C)c2c1	25*	0	13	16	-4	-2	-31	33	14	-185
CC1CCN(c2nncc3ccccc23)CC1	-1	2	18	-4	-2	0	4	7	-4	-9
Cc1c(C(=O)NCc2cccnc2)oc2ccc(S(=O)(=O)N3CCCCC3)cc12	0	-1	3	4	13	-1	-8	-2	1	-19
CCOC(=O)c1nnn(-c2nc(OC)nc(N3CCCC3)n2)c1-c1ccccc1	2	nt	-9	3	3	-25	33	-4	-3	6
Cc1[nH]c2ccccc2c1C(c1ccncc1)N1CCCCC1 (stereo not drawn)	6	0	4	1	-4	-5	16	-3	-5	9
O=C(Cc1nn[nH]n1)Nc1ccc(F)cc1F	8	-3	8	-3	-6	-2	-3	-5	-4	-3
Cc1cc(C)c2cc(C#N)c(N3CCCN(C(=O)c4cnccn4)CC3)nc2c1	0	2	1	7	9	-1	41	26	5	4

The last 3 records of the part above lead into the next.
structure	HSP90 refold inh	GSK3A inh	Platelet DG rel	Dyrk1A ADPGlo	IEC-6 cytotox	GSK3beta inhib	aSyn UTR inh	HSF-1 act	HSF1 inh	KLF5 inhibitor
Cc1[nH]c2ccccc2c1C(c1ccncc1)N1CCCCC1 (stereo not drawn)	6	0	4	1	-4	-5	16	-3	-5	9
O=C(Cc1nn[nH]n1)Nc1ccc(F)cc1F	8	-3	8	-3	-6	-2	-3	-5	-4	-3
Cc1cc(C)c2cc(C#N)c(N3CCCN(C(=O)c4cnccn4)CC3)nc2c1	0	2	1	7	9	-1	41	26	5	4
CCOC(=O)C1=C(CS(=O)(=O)c2ccccc2)NC(=O)NC1c1cccc(OC)c1 (stereo not drawn)	-2	-5	-7	5	2	-3	10	13	3	-30
Cc1nc(SCc2ccccc2C#N)n[nH]1	-5	-2	-2	12	1	1	13	11	15	6
Cc1cccc(NC(=S)NC(C)C(c2ccccc2)N2CCN(C)CC2)c1C (stereo not drawn)	-1	0	6	nt	2	-4	0	3	-8	-8
COc1ccc(Cc2nnc(SCC(=O)Nc3nc(C)cs3)o2)cc1	-2	1	3	6	-3	2	-18	-3	1	-6
COc1cc(C(CC(=O)N2CCCC2)c2c(OC)cc(OC)c3ccc(=O)oc23)cc(OC)c1OC (stereo not drawn)	nt	1	-2	4	nt	5	8	-10	2	nt
COCc1cc(C)n(CC(=O)N2CCCC2)c(=O)c1C#N	0	1	8	3	-2	2	5	4	-2	-15
CC1(C)CC(=O)C(C=NCCCN2CCCC2=O)=C(O)C1	-4	0	-15	-3	-5	0	-8	0	-6	18
COc1ccc(-n2ncc3c2CC(C)(C)CC3NC(=O)c2ccoc2C)cc1 (stereo not drawn)	1	2	2	2	-2	2	1	3	3	-41
